Giardia kill: kills Giardia lamblia | 340,000 compounds, 0.15% hits | activity change, % at 7.66 µM, hits read low | AID 540267 | Giardia lamblia trophozoite viability; in the data active = activity change below about -80%; inconclusive = between about -30% and that limit;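 note: parasites exposed to compound for two days anaerobically before the ATP read; % is set by controls: 0 for no effect and ±100 for the full control effect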
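Killing of trophozoites was scored by loss of ATP luminescence after a 48 hrs anaerobic exposure to compounds at 37 deg C, using 100 cells per well.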
PKM2 act: PKM2 (human) enzyme activation. AID 1631. 260,000 compounds, 0.34% hits. Potency, µM (top dose mostly 57.5 µM), for inactives: top-dose activation, actives largely listed as activators. purified PKM2, Kinase-Glo ATP luminescence, activation; response scale: 0% is enzyme alone, no compound; note: potency is the fitted concentration of half-maximal effect; % is set by controls: 0 for no effect and ±100 for the full control effect; nearly all actives have a fitted effect of over 55% in size
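Purified hPK-M2 (>95%) run at intermediate activity with 0.1 mM ADP and 0.5 mM PEP in 50 mM imidazole pH 7.2, KCl, MgCl2; 1 h room temperature. ATP formed read by Kinase-Glo luminescence; normalized to uninhibited and no-enzyme controls.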
GALK inhibitor: inhibitors of human galactokinase | P51570 | Purified GALK, Kinase-Glo residual ATP luminescence | Potency, µM (series often up to 57.5 µM), without a hit: at the top dose activity change, negative = inhibition, usual class: inhibitors | 270,000 compounds, 0.007% hits; note: potency is the fitted concentration of half-maximal effect; % is set by controls: 0 for no effect and ±100 for the full control effect
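Quantitative HTS: GALK 5 nM, ATP 35 uM, galactose 100 uM, 1 h room temperature, then luciferase-based ATP detection.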
FBPA coupling cs: counter-screen for Giardia aldolase inhibitors: coupling enzyme system | coupling enzyme system counterscreen, AmpLite Red fluorescence | activity change, negative = inhibition, % at 58.2 µM, hits read low | 290,000 compounds, 0.67% hits | AID 2472; in the data active = activity change below about -30%; note: % is set by controls: 0 for no effect and ±100 for the full control effect
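Compounds tested against the coupling enzymes alone at 57.5 uM final; readout was AmpLite Red fluorescence (525/598 nm) after 20 min at RT.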
USP2a block: blocks human ubiquitin-specific protease USP2a; O75604; 330,000 compounds, 0.01% hits; USP2 core, Ub-CHOP2 coupled fluorogenic reporter, 485/531; Potency, µM (highest dose often 38.3 µM), inactives show at the top dose activity change, negative = inhibition, hits mostly inhibitors; AID 463254;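 note: potency is the fitted concentration of half-maximal effect; plate controls were DMSO wells for no effect and full inhibition by NEM control for full effect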
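Deubiquitinase activity read as fluorescence (485/531 nm) after Ub-CHOP2 cleavage activates the enterokinase reporter on its substrate; USP2 core 10nM, Ub-CHOP2 and substrate 25nM each, 30min compound preincubation then 60min RT; data normalized to NEM, curves fitted.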
B2AR arrestin: agonists driving beta-arrestin recruitment to human beta2-adrenergic receptor; P07550; beta-arrestin recruitment to beta2AR, cell-based reporter; Potency, µM (top dose mostly 46.1 µM), for the others: at the highest dose activation, most hits filed as activators; 330,000 compounds, 0.02% hits;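 note: potency is the fitted concentration of half-maximal effect; 0% = DMSO controls and full agonism = EC100 isoproterenol or metaproterenol; nearly all actives have a fitted effect of over 65% in size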
KCNH2 3.1 block: KCNH2 3.1 (human) potassium channel inhibition; U2OS KCNH2 3.1, thallium flux FluxOr; active compounds read low; activity change, % (tested at about 1.8 µM); 340,000 compounds, 0.95% hits; AID 720553;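 active = maximum activity change below -70%; inconclusive = maximum activity change from -70% to -50%; inactive = maximum activity change above -50%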;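 note: thallium influx rate constant from kinetic fluorescence after stimulation buffer; % is set by controls: 0 for no effect and ±100 for the full control effect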
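Steps: virus added to U2OS suspension (4 h, RT, dark); medium with 10% FBS added, cells plated, 37 C overnight; FluxOr/Red40 loading buffer 45 min RT; stimulation buffer, 2 min kinetic read; rate constant normalized.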
KCNH2 WT inh: blocks the wildtype human KCNH2 potassium channel | Q12809 | U2OS, BacMam KCNH2, thallium flux FluxOr; active compounds read low | activity change, % at 1.84 µM | 340,000 compounds, 0.37% hits | AID 720551;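 active = maximum activity change below -70%; inconclusive = maximum activity change between -70% and -50%; inactive = maximum activity change above -50%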; note: % is set by controls: 0 for no effect and ±100 for the full control effect
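U2OS cells transduced with wild-type KCNH2 virus are loaded with FluxOr dye for 45 min, and thallium flux is measured in kinetic reads before and after stimulation buffer. Rate constants are normalized to DMSO controls.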
TRPV1 ag: human TRPV1 agonism. TRPV1-expressing cells, Fluo-8 calcium influx, agonist mode. activation, % at 8.33 µM. 320,000 compounds, 0.19% hits; in the data active = activation above about 80%; inconclusive = between about 30% and that limit; note: 0% is about no effect
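Cells expressing TRPV1 were dye-loaded with Fluo-8 and read kinetically: 10 s baseline, 3 min after compound (agonist portion), then 2 min after EC20 capsaicin (allosteric enhancer portion). Calcium-bound dye fluorescence at 480/520 nm.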
CXXC DNA block: MLL CXXC-DNA interaction inhibition. Q03164. MLL-CXXC / FITC-HOXA9 DNA fluorescence polarization. 290,000 compounds, 0.037% hits. Potency, µM (top dose mostly 115 µM), without a hit: top-dose activity change, negative = inhibition, most hits filed as inhibitors; active = well fitted inhibition curve with a large enough effect in the polarisation, with a control signal flat, not every such curve was filed as active; inconclusive = small, poorly fitted or top-dose-only effect, or effect the other way, or a change in a side signal; inactive = no such curve, though single readings can be large or run the other way; the % refers to the polarisation; note: potency is the fitted concentration of half-maximal effect
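Fluorescence polarization: 7 uM MLL-CXXC (stock) preincubated 5 min with compounds, then 50 nM fluorescein-HOX-A9 DNA (stock) added; 30 min ambient. Buffer 50 mM Tris-HCl pH 7.5, 50 mM NaCl, 1 mM DTT, 0.05% BSA.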
Menin MLL FP TR: inhibitors of human menin-MLL interaction, mutant MLL peptide | O00255 | Menin + Texas Red MLL mutant peptide, fluorescence polarization | Potency, µM (highest dose often 61.6 µM), inactives show at the top dose FP activity change, negative = inhibition, hits mostly inhibitors | 270,000 compounds, 0.23% hits | AID 1768; active = well fitted inhibition curve with a large enough effect in the polarisation, with a control signal flat, not every such curve was filed as active; inconclusive = small, poorly fitted or top-dose-only effect, or effect the other way, or a change in a side signal; inactive = no such curve, though single readings can be large or run the other way; the % refers to the polarisation; note: potency is the fitted concentration of half-maximal effect; % of control where 0% means no effect; many of its hits are not listed in these tables
An asterisk follows results filed as active; ? = inconclusive; nt = not tested or not shown; [ ] = dose if it differs, or a comment. Unless noted, calls come from the whole dose curve; as a rule, active = well fitted curve in the direction sought with a large enough effect; inconclusive = small, poorly fitted or top-dose-only effect, or another doubt; inactive = no such curve, though single readings can be large; an effect the other way counts as inactive or inconclusive.

SMILES	Giardia kill	PKM2 act	GALK inhibitor	FBPA coupling cs	USP2a block	B2AR arrestin	KCNH2 3.1 block	KCNH2 WT inh	TRPV1 ag	CXXC DNA block	Menin MLL FP TR
CCCC1CCc2[nH]nc(C(=O)NN)c2C1 (stereo not given)	-15	nt	nt	nt	0%	-0.6%	13	15	-4	nt	nt
CCOc1ccc(NC(=O)c2ccc(NC(=O)CSc3nc4ccccc4c(=O)[nH]3)cc2)cc1	5	nt	10%	0	1%	0.0%	17	6	2	42%[activator]	?
CC(C)OC(=O)CSc1nc(Cc2cccs2)nc2ccccc12	12	1%	-3%	0	3%	-0.1%	-7	nt	?	-4%	?
COC(=O)c1ccc(NC(=O)C23CC4CC(C2)CC(n2cnc(Cl)n2)(C4)C3)cc1	-8	-20%	0%	4	-1%	0.9%	-4	-3	3	7%	1%
Cc1ccc(S(=O)(=O)Nc2cc(C(=O)NCCN(C)C)ccc2N2CCCC2)cc1	7	nt	3%	0	4%	0.1%	10	20	-2	24%	?
O=C(COC(=O)c1ccc[nH]c1=O)NC1CCCCCC1	-2	-1%	10%	2	3%	-0.2%	6	10	0	15%	-1%
CCSc1nnc(NC(=O)C2CC2c2ccccc2)s1 (stereo not given)	5	-15%	1%	3	1%	-1.2%	-4	-6	-3	15%	-7%
C=CCOC(=O)C(C#N)c1nc2ccccc2nc1N1CCCC1 (stereo not given)	-11	-6%	0%	-3	2%	-0.1%	-4	-4	2	-5%	-15%
O=c1cc(-c2ccc(O)c(O)c2)oc2cc(O[C@@H]3O[C@H](CO)[C@@H](O)[C@H](O)[C@H]3O)cc(O)c12	-16	nt	nt	1	5%	0.3%	12	-4	nt	nt	-9%
CCOc1ccc(NC(=O)COC(=O)Cn2nc(C)c([N+](=O)[O-])c2C)cc1OCC	?	nt	nt	nt	4%	-0.1%	36	6	nt	nt	nt
COc1ccc(C(=O)/C=C/c2ccc(N3CCCCC3)c([N+](=O)[O-])c2)cc1	-4	0%	-1%	-2	4%	0.2%	-20	2	-5	0%	12%
N#Cc1c(-c2ccco2)nc(SCC(=O)Nc2ccc(S(N)(=O)=O)cc2)[nH]c1=O	nt	3%	1%	0	1%	0.4%	nt	nt	0	-4%	-7%
Cc1cc(SCC(=O)Nc2ccc3[nH]c(=O)[nH]c3c2)nc2ccccc12	21	nt	nt	nt	-5%	-0.4%	-7	0	nt	nt	nt
COCCN=C1Sc2nc3cc4c(cc3cc2CN1CC1CCCO1)OCO4 (stereo not given)	-23	-1%	4%	1	-4%	2.6%	11	21	1	-5%	-3%
O=C(NCc1ccccn1)C(=O)NN=C1CCCCCCCCCCC1	-2	3%	-2%	1	1%	0.0%	-8	-9	-1	-26%	-7%
CSCCC(NC(=O)c1ccccc1Br)C(=O)NCCCn1nc(C)cc1C (stereo not given)	14	nt	nt	nt	1%	0.0%	-28	-8	1	nt	nt
CCOC(=O)Cc1csc(NC(=O)CS(=O)(=O)Cc2ccccc2)n1	4	5%	-2%	-2	4%	0.0%	13	8	1	-3%	-1%
Cc1ccc(C2=NS(=O)(=O)N(C)C(C(=O)Nc3cc(C)n(CC(=O)N4CCC(C)CC4)n3)=C2)cc1	-2	nt	-9%	1	3%	0.1%	1	38	0	52%[activator]	5%
Cc1ncc([N+](=O)[O-])n1CCOC(=O)C12CC3CC(CC(C3)C1)C2	?	1%	-3%	2	9%	-0.3%	0	-8	22	13%	-10%
CCc1ccc(NC(=O)CSc2nc(=O)n(CCCN3CCOCC3)c3c2CCC3)cc1	-12	nt	nt	nt	2%	-0.1%	-4	-6	1	nt	nt
CCOc1ccc2nc(NC(=O)c3ccccn3)sc2c1	?	-36%	11%	-3	11%	-0.3%	3	0	?	?	nt
CC1CN(Cc2nc3c(c(=O)n(C)c(=O)n3C)n2Cc2ccccc2)CC(C)O1 (stereo not given)	-5	-13%	-2%	-2	2%	0.3%	7	12	2	-8%	-13%
O=C(CSc1nc(N2CCOCC2)nc(N2CCOCC2)n1)Nc1ccccc1F	-10	1%	-7%	-1	1%	4.9%	0	2	10	-3%	-9%
O=C(NCc1ccccn1)c1ccc(Br)s1	-6	0%	-3%	3	-2%	0.2%	0	-1	6	9%	10%
COc1ccc(F)cc1C(=O)C1CCCN(C(=O)c2ccc(C(C)=O)s2)C1 (stereo not given)	-10	0%[0.46 µM]	7%	-8	3%	-0.9%	2	-20	4	0%	2%
O=C1/C(=C/c2ccccc2)CCC1C1CCCC1 (stereo not given)	3	-4%	nt	1	1%	-2.1%	13	0	-1	26%	-4%
CC1CCN(C(=O)COc2cccc3c2CCN(Cc2ccccc2)C3=O)CC1	25	0%	-1%	1	16%	-1.0%	1	7	?	-1%	?
Cc1ccccc1NC(=S)NCCc1ccccn1	11	1%	-1%	-1	1%	0.1%	-10	-12	1	-6%	-12%
Cc1cccc(C)c1OCCSc1n[nH]c(N)n1	-24	0%	0%	-1	-1%	-0.3%	-9	4	7	-4%	1%
Clc1ccc(CSc2nncn2-c2ccccn2)cc1	5	-1%	1%	-1	1%	-0.2%	-2	2	4	0%	-28%
CCn1c(CC(=O)Nc2cccc(OC)c2)nnc1SCC(=O)N1CCN(c2ccccc2)CC1	27	2%	0%	1	3%	-0.1%	8	63	-4	-4%	1%
CCCC1c2ccc(C)n2CCN1C(=O)Nc1ccc(F)cc1 (stereo not given)	1	-2%	2%	-2	6%	-0.3%	-2	-9	24	2%	-29%
COC(=O)CCN(C(=O)c1ccc(OC(C)=O)cc1)c1ccccn1	-9	0%	-1%	2	2%	0.0%	12	1	1	7%	-7%
CCOc1ccc(S(=O)(=O)n2cc(-c3ccc(F)cc3)c(N)n2)cc1	-24	-1%	-2%	-2	3%	-0.2%	21	20	-1	-9%	?
Nn1c(SCC(=O)Nc2nccs2)nnc1C1CC1	6	4%	-3%	3	0%	1.1%	-1	13	0	-2%	3%
O=C(OC(C(=O)NCC1CCCO1)c1ccccn1)c1cccs1 (stereo not given)	5	-8%	1%	0	-5%	-0.2%	-9	-23	-3	-10%	-8%
CCOc1ccc(CN2CCN(Cc3cnc(-c4ccccc4)s3)CC2CCO)cc1 (stereo not given)	-3	7%	-1%	8	-17%	-0.1%	-97*	-96*	0	10%	-3%
O=C(c1ccco1)N1CCCC(Nc2ccc3c(c2)OCCO3)C1 (stereo not given)	1	-1%	3%	nt	1%	-0.8%	1	-2	?	9%	nt
O=C(CCN1CCN(c2ccccc2F)CC1)Nc1cccc(F)c1	3	-4%	-1%	-2	1%	0.5%	-1	1	?	18%	2%
CCOC(=O)c1oc2ccccc2c1NC(=O)CCl	6	4%	3%	1	3%	0.2%	7	-4	0	5%	nt
Cc1ccc2c(c1)=C(c1sc(N(C)c3ccc(O)cc3)nc1O)C(=O)N=2	37[activator]	nt	-1%	0	4%	-0.3%	-5	-2	6	60%[activator]	?
COc1cccc(/C=N/Nc2ncnc(Cl)c2N)c1O	-2	-6%	3%	1	-8%	-0.6%	-15	-1	-2	13%	3%
COc1ccc(CN(C)CC(=O)NC(=O)NCc2ccccc2)cc1OC	4	-1%	1%	4	-7%	0.0%	4	-3	8	19%	5%
CC(C)c1nnc(NC(=O)COC(=O)/C=C/c2ccc([N+](=O)[O-])cc2)s1	-17	4%	-6%	-1	0%	0.4%	-7	1	3	2%	27%
COC(=O)c1cc(OC)c(OC)cc1N1C(=O)CCCC1=O	9	nt	-3%	-1	0%	-0.5%	0	-3	-3	9%	14%
CCn1c(SCC(=O)C(C)(C)C)nnc1-c1ccccc1OC	2	-2%	0%	-1	2%	-1.0%	-12	-6	-1	-2%	-1%
O=C(O)Cc1ccc(NC(=O)Nc2cccc3ccccc23)cc1	1	-2%	1%	0	0%	-1.1%	-16	17	-7	-5%	14%
CCc1ccc[n+](-c2nc([O-])sc2C=O)c1	3	-6%	1%	-3	0%	0.0%	23	-3	0	-7%	nt
COc1cc(S(=O)(=O)N2CCOCC2)ccc1NC(=O)COC(=O)c1ccccn1	-5	-13%	1%	0	3%	0.2%	0	-4	2	6%	9%
CC1SC(=NC(=O)C(C)N2C(=O)c3ccccc3C2=O)NC1=O (stereo not given)	13	3%	1%	2	-1%	-0.3%	-22	-5	0	-8%	-1%

A portion of the library; the hit share may differ from the screen's.
